LAP4-GFP MLPCN: yeast TOR pathway LAP4-GFP modulation | S. cerevisiae LAP4-GFP multiplex, flow cytometry GFP, 3 h; median GFP as percent of DMSO wells | GFP response vs DMSO, % at 10 µM | 320,000 tested, 0.34% active;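 active = GFP response vs DMSO above a set limit, about the screen mean plus 3 SD, cut at about 150% in these data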
proCasp3 act: activates human procaspase-3 | AID 463141 | activation, % at 8.5 µM | recombinant procaspase-3 D3A, Ac-DEVD-pNA absorbance 405 nm | 330,000 tested, 0.11% active;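 active = activation above the mean of all tested compounds plus 3 SD, cut at about 21% in these data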;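 note: 0% = DMSO alone and 100% = DMSO wells spiked with extra 5 µM PC-3 D3A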
Target sequence (P42574 whole entry D9A/D28A/D175A): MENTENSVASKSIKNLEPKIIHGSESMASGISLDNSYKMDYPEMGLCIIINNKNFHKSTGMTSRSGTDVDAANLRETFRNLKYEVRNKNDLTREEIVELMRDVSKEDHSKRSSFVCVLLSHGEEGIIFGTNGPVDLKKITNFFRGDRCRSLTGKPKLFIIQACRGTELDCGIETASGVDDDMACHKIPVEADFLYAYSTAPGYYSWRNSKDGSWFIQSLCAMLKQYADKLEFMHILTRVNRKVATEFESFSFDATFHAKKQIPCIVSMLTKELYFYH
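assay system = Procaspase-3 D3A mutant | signal = absorbance at 405 nm, 0 and 120 min | times = 1 h preincubation plus 2 h reaction at 25 °C | repeats = single replicate | read-out = % activation between DMSO and enzyme-spiked controls | medium = Zinc-free HEPES saline buffer with Triton X-100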
procasp7 counter: counter-screen: procaspase-7 (human) activation; P55210; recombinant procaspase-7, Ac-DEVD-pNA absorbance 405 nm; D23A/D198A/D206A triple mutant, cannot self-cleave; scale: DMSO 0, 5 µM enzyme 100; activation, % at 8.5 µM; 330,000 tested, 0.093% active; AID 463210;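 active = percent activation above the screen-wide mean plus 3 SD, cut at about 25% in these data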
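Assay system: Uncleavable procaspase-7 mutant enzyme | Input: 2 µM procaspase-7 mutant as dispensed | Timing: 1 h compound preincubation, 2 h substrate cleavage, 25 °C | Repeats: One well per compound | Control set: DMSO wells as 0%, DMSO with 5 µM added PC-7 as 100% | Technique: Epi-absorbance of released pNA at 405 nm, two timepoints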
RPL19A-GFP yeast: alters RPL19A-GFP fluorescence in TOR pathway yeast screen; S. cerevisiae RPL19A-GFP strain, flow cytometry, 3 h; hits give low values; 330,000 tested, 0.3% active; AID 2025; percent response vs DMSO, % at 10 µM;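 active = percent response vs DMSO below 50%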;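 note: median channel GFP fluorescence of the barcoded RPL19A-GFP strain; ratio of sample median GFP to plate DMSO average so 100% = DMSO; lower means less RPL19A-GFP as with rapamycin TOR inhibition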
AHR activator: human AHR activation; activation, % at 5 µM; P35869; 320,000 tested, 2.5% active; AHR-responsive luciferase reporter cells, luminescence; in the data active = activation above about 47%;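 note: 0% = vehicle wells and 100% = reference agonist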
Yeast superoxide: lowers age-related superoxide in aged yeast cells; AID 2690; S. cerevisiae aged cells, superoxide DHE fluorescence; hits give low values; superoxide response (% of plate mean), % at 10 µM; 330,000 tested, 0.18% active;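 active = superoxide response under a set limit, about three screen SD below normal, cut at about 65% in these data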;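 note: yeast aged for seven days with compound at 30 °C before DHE staining; 100% = average MFI of all compound-treated wells on the plate with controls excluded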
MEP2 TOR yeast: yeast TOR pathway MEP2-GFP modulation | S. cerevisiae MEP2-GFP strain, flow cytometry GFP, 3 h; 100% = DMSO control level | 330,000 tested, 0.51% active | GFP response vs DMSO, % at 10 µM;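 active = GFP response versus DMSO above a set limit, roughly screen mean plus 3 SD, cut at about 180% in these data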;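 note: median GFP fluorescence of the barcode-gated MEP2-GFP cells per well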
JMJD2C inh: blocks human GASC-1 demethylase activity; Q9H3R0; GST-JMJD2C(1-420) H3K9me3 demethylation, DELFIA europium; inhibition, % at 2.35 µM; 330,000 tested, 0.069% active; AID 2099;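 active = more than half of a compound's replicate wells show inhibition beyond 50%, single wells judged on their own value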;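 note: signal counts dimethyl H3K9 product captured on neutravidin plate; 0% = median of DMSO wells and 100% = 0.3 times that DMSO median; strong numbers were not always called active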
Active calls of the source: *; · = not tested or not shown; [ ] = dose if it differs, or a comment. These rows are one share of the data; the hit share may differ from the screen's.

structure | LAP4-GFP MLPCN | proCasp3 act | procasp7 counter | RPL19A-GFP yeast | AHR activator | Yeast superoxide | MEP2 TOR yeast | JMJD2C inh
O=c1c2ccccc2nc(-c2ccccc2)n1-c1cccnc1 | 92[may fluoresce violet] | -7 | 5 | 19*[may fluoresce violet] | 21 | 108 | 254*[may fluoresce violet] | -3
O=C(Nc1cccc2ccccc12)N1CCC2(CC1)OCCO2 | 92 | -4 | -6 | 100 | 30 | 141 | 93 | 0
COc1ccccc1N1CCN(Cc2cccc(OC)c2O)CC1 | 101 | 10 | 0 | 104 | -1 | 117 | 107 | -3
CN1C2CCC1CC(OC(c1ccccc1)c1ccccc1N)C2 (stereo not given) | 105 | 6 | 1 | 96 | -1 | 107 | 101 | -1
CCOC(=O)C1(CCc2ccccc2)CCN(Cc2cccc3cnccc23)CC1 | 104 | 11 | 6 | 102 | 2 | 106 | 106 | -8
CSc1ccc(C(=O)C(C)(C)N2CCOCC2)cc1 | 112 | 1 | 2 | 98 | 4 | 102 | 97 | 4
c1ccc(CN2CCNCC2)nc1 | 96 | 0 | -6 | 101 | 2 | 98 | 104 | 10
Fc1cccc(CNCCc2c[nH]c3ccccc23)c1 | 99 | 5 | -5 | 102 | -2 | 100 | 108 | 3
COc1ccc(CCn2c(O)c(/C=N/NC(=O)c3ccncc3)c(=O)[nH]c2=O)cc1OC | 82 | -14 | -5 | 97 | 9 | 89 | 91 | 23
COC(=O)[C@@]1(Cc2ccc(F)cc2)[C@H]2c3cc(C(=O)N(C)C)[nH]c3C[C@H]2CN1C(=O)c1ccccc1 | 134 | 1 | 0 | 101 | 5 | 97 | 94 | 9
CCOP(=O)(OCC)c1cc(CC)ccc1O | 99 | 5 | -5 | 97 | 0 | 98 | 93 | -11
COC(=O)c1c(N)n(Cc2ccc(OC)cc2)c2nc3ccccc3nc12 | 108 | 1 | -3 | 96 | 6 | 107 | 102 | 1
COc1ccc(CCNCc2cccn2C)cc1 | 107 | 0 | -1 | 105 | 0 | 99 | 111 | 0
CN(C)CC1CSCCC1(O)c1ccccc1Cl (stereo not given) | 94 | 4 | -2 | 92 | -1 | 96 | 98 | -2
CCN(CC)C(=O)c1ccc(N(Cc2ccccc2)S(C)(=O)=O)cc1 | 92 | · | · | 96 | · | 106 | 95 | 19

An excerpt of the results above:
structure | LAP4-GFP MLPCN | proCasp3 act | procasp7 counter | RPL19A-GFP yeast | AHR activator | Yeast superoxide | MEP2 TOR yeast | JMJD2C inh
O=C(Nc1cccc2ccccc12)N1CCC2(CC1)OCCO2 | 92 | -4 | -6 | 100 | 30 | 141 | 93 | 0
COc1ccccc1N1CCN(Cc2cccc(OC)c2O)CC1 | 101 | 10 | 0 | 104 | -1 | 117 | 107 | -3
CN1C2CCC1CC(OC(c1ccccc1)c1ccccc1N)C2 (stereo not given) | 105 | 6 | 1 | 96 | -1 | 107 | 101 | -1
CCOC(=O)C1(CCc2ccccc2)CCN(Cc2cccc3cnccc23)CC1 | 104 | 11 | 6 | 102 | 2 | 106 | 106 | -8
CSc1ccc(C(=O)C(C)(C)N2CCOCC2)cc1 | 112 | 1 | 2 | 98 | 4 | 102 | 97 | 4
c1ccc(CN2CCNCC2)nc1 | 96 | 0 | -6 | 101 | 2 | 98 | 104 | 10
Fc1cccc(CNCCc2c[nH]c3ccccc23)c1 | 99 | 5 | -5 | 102 | -2 | 100 | 108 | 3
COc1ccc(CCn2c(O)c(/C=N/NC(=O)c3ccncc3)c(=O)[nH]c2=O)cc1OC | 82 | -14 | -5 | 97 | 9 | 89 | 91 | 23
COC(=O)[C@@]1(Cc2ccc(F)cc2)[C@H]2c3cc(C(=O)N(C)C)[nH]c3C[C@H]2CN1C(=O)c1ccccc1 | 134 | 1 | 0 | 101 | 5 | 97 | 94 | 9
CCOP(=O)(OCC)c1cc(CC)ccc1O | 99 | 5 | -5 | 97 | 0 | 98 | 93 | -11
COC(=O)c1c(N)n(Cc2ccc(OC)cc2)c2nc3ccccc3nc12 | 108 | 1 | -3 | 96 | 6 | 107 | 102 | 1
